CD40 NFkB inh – CD40 pathway inhibition in BL2 cells | AID 1053188 | inhibition, % at 10 µM | BL2 NF-kB luciferase reporter, CD40L-induced, 4 h | 83,000 tested, 0.94% active;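 active means mean inhibition of at least 50% with a set share of replicates also reaching that level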;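 further: 0% = neutral control wells and 100% = IKK inhibitor VII at 50 µM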
Starred values were filed as active, the others as inactive; & = joins results of further samples; [ ] = remark or other dose. The list is partial (hit frequency here may not be typical).

Structure | CD40 NFkB inh
O=C1Nc2ccccc2/C1=C/c1cnc[nH]1 | 0
CN(C(=O)Cc1ccccc1)C(CN1CCCC1)c1ccccc1 (centres undefined) | 6[25 µM]
CCN1CC2(COC(=O)c3ccccc3N)CCC(OC)C34C5CC6C(OC)CC(O)(C5C6OC)C(O)(C(OC)C23)C14 (centres undefined) | -2
Nc1ccc(C2(c3ccc(N)cc3)CN3CCC2CC3)cc1 | 14
CCCn1c(C)c(C(=O)c2cccc3ccccc23)c2ccccc21 | 6[25 µM]
CN(C)CC#Cc1ccc([C@@H]2[C@H](CO)N3CCCCN(C(=O)Cc4ccccn4)C[C@@H]23)cc1 | -7[25 µM]
COC(=NC1CCCCC1)C(O)c1c[nH]c2ccccc12 (centres undefined) | 7
CC(=NNC(=S)N1CC2CCC(CC2)C1)c1nccs1 | 66*
O=C(O)[C@H]1[C@H](CO)[C@H]2Cn3c(ccc(-c4ccncc4)c3=O)[C@@H]1N2S(=O)(=O)c1ccccc1F | 1[25 µM]
COc1ccc(OC(=O)N(C)C[C@H]2OCc3ccccc3-c3c(n(C)c4ccccc34)C(=O)N([C@@H](C)CO)C[C@H]2C)cc1 | 21
CC(N)Cc1c[nH]c2ccc(Cl)cc12 (centres undefined) | 4
CN1c2ccc(Br)cc2[C@@H]2NCC[C@@H]2[C@@H]1CO | -10[25 µM]
NC1C2CN3CCN(C2)CC1(c1ccccc1)C3 (centres undefined) | 11
CN1CCC2(c3cccc(O)c3)Cc3nc4ccccc4cc3CC2C1 (centres undefined) | 3[25 µM]
O=C(c1ccccc1)c1cn(CC(=O)N2CCCc3ccccc32)c2ccccc12 | 11
COc1ccc(CCNCc2cccc(C(F)(F)F)c2)cc1OC | 2
O=C(Cc1ccccc1)N1CCN(Cc2ccccn2)CC1 | 5
COc1ccc(C2SCC(=O)Nc3c2c(C)nn3-c2ccccc2)cc1 (centres undefined) | 10
O=c1c2ccccc2nc(SCC2CCCCO2)n1-c1ccccc1 (centres undefined) | 8
c1ccc(CC2CCCCN2)cc1 (centres undefined) | -1
CCN1CCN(c2nc([N+](=O)[O-])nn2C)CC1 | 3
COc1ccc(Cl)cc1C(=O)C1CCCN(CCO)C1 (centres undefined) | 4
COCOC1CCC2C3CCC4=CC(=O)CCC4=C3C=CC12C (centres undefined) | 1
COc1cccc(O)c1CN1CCCC(C(=O)c2sccc2C)C1 (centres undefined) | 29
CCC(=O)Nc1ccc(Cl)c(Cl)c1 | 4

Some of these compounds in order of molar mass, rising:
Structure | CD40 NFkB inh
CC(N)Cc1c[nH]c2ccc(Cl)cc12 (centres undefined) | 4
O=C(Cc1ccccc1)N1CCN(Cc2ccccn2)CC1 | 5
CCCn1c(C)c(C(=O)c2cccc3ccccc23)c2ccccc21 | 6[25 µM]

Other entries.
Structure | CD40 NFkB inh
CN(C)CC#Cc1ccc([C@@H]2[C@H]3CN(C(=O)Cc4ccccn4)CCCCN3[C@H]2CO)cc1 | -16[25 µM]
O=C1NC(=S)SC1=Cc1ccc(N(CCCl)CCCl)cc1 | -15
c1ccc2sc(C3(N4CCCCC4)CCCCC3)cc2c1 | -2[25 µM]
CCOP(=S)(OCC)SCSP(=S)(OCC)OCC | -19
C[C@H](CO)N1C[C@H](C)[C@@H](CN(C)C(=O)Oc2ccc3ccccc3c2)OCc2cn(nn2)CCCC1=O | 10[25 µM]
O=[N+]([O-])[N-][n+]1cnn(Cc2ccccc2)c1 | 8
CC(C)NC(=O)N1CC2C(c3ccccc3)C(C1)N2C (centres undefined) | 0
CCCC(=O)OCC[N+](C)(C)C | -4
Cc1cc(C(=O)OCC(=O)Nc2ccccc2F)c(C)n1C1CC1 | -56
CC1CN1P(=S)(c1ccccc1)N1CC1C (centres undefined) | -2
OC[C@@H]1[C@@H]2c3ccccc3NC[C@@H]2N1Cc1cccnc1 | -11[25 µM]
O=C(O)[C@H]1[C@H](CO)[C@H]2Cn3c(ccc(-c4ccccc4F)c3=O)[C@@H]1N2C(=O)Nc1ccccc1 | -8[25 µM]
O=C1NC(=O)C2(Cc3ccccc3N3CCCC32)C(=O)N1Cc1ccccc1 (centres undefined) | 3
O=C(O)[C@@H]1[C@@H](CO)[C@@H]2Cn3c(ccc(C4=CCCCC4)c3=O)[C@H]1N2C(=O)Cc1ccccn1 | 0[25 µM]
CN(CCOc1ccc(C=C2C(=O)NC(=O)NC2=O)cc1)c1ccccn1 | -37
CCOC(=O)c1cc2c(cn1)[nH]c1ccccc12 | -16[25 µM]
O=C(O)[C@@H]1[C@@H](CO)[C@@H]2Cn3c(ccc(-c4ccncc4)c3=O)[C@H]1N2S(=O)(=O)c1ccccc1F | 0[25 µM]
O=C1CCN(C(=O)CCCn2c(=O)oc3ccccc32)CC1 | 1
CC(=O)N1C[C@@H]2C(c3ccccc3)[C@H](C1)N2CC1CC1 (some centres undefined) | -1&-4
CN1CCN(c2c(C#N)c(C(F)(F)F)nn2C)CC1 | 9
O=C(CF)NC(NC(=S)Nc1ccccc1O)C(Cl)(Cl)Cl (centres undefined) | 11
CC(=O)O/C(=C1\CC2C3CC=C4CC(OC(C)=O)CCC4(C)C3CCC2(C)C1=O)C(F)(F)F (centres undefined) | 31
COC(=O)[C@@H]1[C@@H](CO)[C@@H]2Cn3c(ccc(-c4cncnc4)c3=O)[C@H]1N2S(=O)(=O)c1ccccc1C | -8[25 µM]
CSc1ccc(CN2CCN(Cc3ccccc3Cl)CC2)cc1 | 5
Cc1cc(Cl)ccc1OCC(=O)O | 6&1

As a short view, part of the list above.
Structure | CD40 NFkB inh
CN1c2ccc(Br)cc2[C@@H]2NCC[C@@H]2[C@@H]1CO | -10[25 µM]
NC1C2CN3CCN(C2)CC1(c1ccccc1)C3 (centres undefined) | 11

Carrying on.
Structure | CD40 NFkB inh
COc1ccc(-c2cc(C(=O)N3CCC4(CC3)OCCO4)c3ccccc3n2)cc1 | -73
COC(=O)[C@H]1[C@H](CO)[C@H]2Cn3c(ccc(-c4cccc(F)c4)c3=O)[C@@H]1N2Cc1cccnc1 | -18[25 µM]
Cc1ccc(OC(=O)N(C)C[C@@H]2OCc3cnnn3CCCC(=O)N([C@H](C)CO)C[C@@H]2C)cc1 | 7[25 µM]
CN1C(=O)[C@@H](NC(=O)c2cc3ccccc3[nH]2)N=C(c2ccccc2)c2ccccc21 | 3[25 µM]
CC(C)NC(=O)N1C[C@@H]2C(c3ccc(Br)cc3)[C@H](C1)N2CC1CC1 (some centres undefined) | 18&1
CCN1CCN(C(=O)Cc2coc3cc(C)cc(C)c23)CC1 | 6
c1ccc(C(c2ccccc2)c2ccncc2)cc1 | -22
CN1[C@@H]2CNc3ccccc3[C@@H]2[C@@H]1CO | 5[25 µM]
CC12C=CC(=O)C=C1CCC1C2C(=O)CC2(C)C(=O)CCC12 (centres undefined) | -1
CCC(C)(O)C(=O)OC1C(=O)OC2CC3C(C)=CC(=O)C(O)C3(C)C3C4(O)OCC23C1C(C)C4O (centres undefined) | 107*
S=C(NC1CCCCC1)N1CCC(c2cnc[nH]2)CC1 | -2[25 µM]
S=P(N1CCOCC1)(N1CC1)N1CC1 | 5
COc1ccccc1OCCCn1cc(C(=O)C2CC2)c2ccccc21 | 3
NC1=NC(=O)N2CC12 (centres undefined) | 5
COc1cccc(-c2ccc([C@H]3[C@@H](CO)N4CCCCN(C(=O)Cc5ccncc5)C[C@H]34)cc2)c1 | -4[25 µM]
COC(=O)[C@H]1[C@H](CO)[C@H]2Cn3c(cccc3=O)[C@@H]1N2C(=O)C1CC1 | -11[25 µM]
C=CCn1c(O)c(C(C)=NCCO)c(=O)[nH]c1=O | 16
O=c1[nH]oc2c1CCNC2 | 8
C[C@H]1CN([C@@H](C)CO)C(=O)CCCn2cc(nn2)CO[C@@H]1CN(C)C(=O)Oc1ccc2ccccc2c1 | 4[25 µM]
COC(=O)c1cc2c(cn1)[nH]c1ccccc12 | 3[25 µM]
COC(=O)[C@H]1[C@H](CO)[C@H]2Cn3c(ccc(C4=CCCCC4)c3=O)[C@@H]1N2CCc1ccccc1 | 9[25 µM]
CN(C)c1ccc(/C=C2\CCCN=C2c2cccnc2)cc1 | 11[25 µM]
COc1ccc(C#Cc2ccc([C@H]3[C@@H](CO)N4CCCCN(C(=O)Cc5ccccc5)C[C@H]34)cc2)cc1 | -6
CC(Cc1ccccc1)NC(N)=O (centres undefined) | -2
O=[N+]([O-])c1ccc(NCCCN2CCOCC2)c2ncccc12 | 9

Overlap with the part before: two compounds, followed by the next part.
Structure | CD40 NFkB inh
CC(Cc1ccccc1)NC(N)=O (centres undefined) | -2
O=[N+]([O-])c1ccc(NCCCN2CCOCC2)c2ncccc12 | 9
O=C1CN(C(=O)COC(=O)Cc2ccccc2)c2ccccc2N1 | -2
c1ccc2c3c([nH]c2c1)CNCC3 | -24
O=C(Cc1ccccc1)N1CCN(Cc2cccnc2)CC1 | 5
COc1cccc(C(=O)C2CCCN(Cc3ccc4nonc4c3)C2)c1 (centres undefined) | 1
COC(=O)CC1NC2CCCCC2NC1=O (centres undefined) | 3
C[C@@H]1CN([C@@H](C)CO)C(=O)c2c(c3ccccc3n2C)-c2ccccc2CO[C@H]1CN(C)C(=O)Oc1ccccc1 | 34
O=C1/C(=C/c2ccccc2)C[C@@]2(O)C3Cc4ccc(O)c5c4[C@@]2(CCN3CC2CC2)[C@H]1O5 | 85*[25 µM]
COc1ccc(N2CCN(CCc3ccncc3)CC2)cc1 | 9
C[C@@H]1CN([C@@H](C)CO)C(=O)CCCn2nncc2CO[C@@H]1CN(C)C(=O)Oc1cccc2ccccc12 | 4[25 µM]
CCN(CC)S(=O)(=O)c1ccc(C(=O)NC2CN3CCC2CC3)cc1 (centres undefined) | -2
CC(C)(C)C(=O)c1cn(Cc2ccccc2)c2ccccc12 | 9
Cc1nc2cc(-c3cccc(F)c3)nn2c(C)c1CCC(=O)N1CCC2(CC1)OCCO2 | -17
O=c1ccc2[nH]cc(C3=CCNCC3)c2[nH]1 | 8[25 µM]
C[C@]12CCC3C(CC[C@H]4C[C@H](O)CC[C@]34C)C1C[C@@H](O)[C@H]2O (some centres undefined) | 7
COCc1cc(OC(=O)N(C)C)nc2c1c(C)nn2C | 7
O=C(Cn1cc(C(=O)c2ccccc2)c2ccccc21)NCc1ccco1 | -4
O=C(c1cccs1)N1CCC(C(=O)O)(c2ccccc2)CC1 | 6
OC1/C(=C/c2ccc(C(F)(F)F)cc2)N2CCC1CC2 (centres undefined) | -8
C=CCN1C[C@H](C)N([C@H](c2ccc(C(=O)N(CC)CC)cc2)c2cccc(OC)c2)C[C@H]1C | 5[25 µM]
C=CCN1[C@@H]2CN(C(C)=O)C[C@H]1C2c1ccccc1 (some centres undefined) | -6&10
C[C@]12CC[C@H](O)C[C@@H]1CC[C@H]1[C@H]3CCC(=O)[C@@]3(C)CC[C@@H]12 | 2
CN1C(=O)N(C)C(=O)C2(Cc3cc([N+](=O)[O-])ccc3N(C)C2c2ccccc2)C1=O (centres undefined) | 17
O=C(c1ccc(-c2ccccc2)cc1)C1CCCN(Cc2ccn[nH]2)C1 (centres undefined) | -6
O=S(=O)(c1ccccc1)N1CCN2CCCC2C1 (centres undefined) | 12
Fc1ccc(C(OCCN2CCN(C/C=C/c3ccccc3)CC2)c2ccc(F)cc2)cc1 | -9[25 µM]
CC1OC(OC2C(O)CC(OC3C(O)CC(OC4CCC5(C)C(CCC6C5CCC5(C)C(C7=CC(=O)OC7)C(O)CC65O)C4)OC3C)OC2C)CC(O)C1O (centres undefined) | 58*
COc1cccc(C)c1NC1=NCCO1 | -6
N#Cc1ccc(-c2ccc([C@H]3[C@@H](CO)N4CCCCN(C(=O)Cc5ccccc5)C[C@H]34)cc2)cc1 | 2[25 µM]
N#Cc1ccc(-c2ccc([C@H]3[C@H]4CN(C(=O)Cc5ccccc5)CCCCN4[C@H]3CO)cc2)cc1 | 1[25 µM]
C=CCN1[C@@H]2CN(C(=O)NC(C)C)C[C@H]1C2c1ccccc1 (some centres undefined) | -2&0
CC(=O)Nc1ccc(OC(=O)N(C)C)cc1 | 9
Cc1cccc(OCC(=O)N2CCN(Cc3cccnc3)CC2)c1 | -8
C[C@H]1CN([C@@H](C)CO)C(=O)c2c(c3ccccc3n2C)-c2ccccc2CO[C@@H]1CN(C)C(=O)Oc1ccccc1 | 17
O=C1NC2C(O)C(O)C(O)C(O)C2c2cc3c(c(O)c21)OCO3 (centres undefined) | 97*
O=[N+]([O-])c1ccc(N2CCCCC2)c2ncccc12 | -8
Cc1cc(C)nc(NC2=NCCS2)n1 | 0
COc1ccc(C(=O)C2CCCN(CC3CCCCC3)C2)cc1OC (centres undefined) | -1
COC(=O)[C@@H]1[C@@H](CO)[C@@H]2Cn3c(ccc(-c4cccc(F)c4)c3=O)[C@H]1N2C(=O)CC1CC1 | -9[25 µM]
COc1ccc(C(CN(C)C)C2(O)CCCCC2)cc1 (centres undefined) | -7[25 µM]
CC(C)[C@]1(O)[C@@H](OC(=O)c2ccc[nH]2)[C@@]2(O)[C@@]3(C)C[C@]4(O)O[C@@]5([C@H](O)[C@@H](C)CC[C@]35O)[C@@]2(O)C41C | 0[25 µM]
O=C(Cc1ccncc1)N1CCCCN2[C@H](C1)[C@H](c1ccc(C#Cc3ccccc3F)cc1)[C@@H]2CO | -6[25 µM]
COC(=O)C(O)(c1ccc(N(C)C)cc1)C(F)(F)F (centres undefined) | 1
C#CCOC(=O)C1=CCCN(C)C1 | -1[25 µM]
O=C(Cc1cccnc1)N1CCCCN2[C@@H](CO)[C@H](c3ccc(C#CC4CCCC4)cc3)[C@@H]2C1 | -1[25 µM]
ClC1=CCC2CN(CCN3CCCCC3)CC2C1 (centres undefined) | 1
COC(=O)c1ccc(COc2cc(C)cc3oc(=O)c4c(c23)CCCC4)o1 | -1
CN1CCN(c2cccc3c2C(=O)c2ccccc2C3=O)CC1 | 48

High-throughput results from PubChem BioAssay.
